Screening data from PubChem.
Mcl1-Bid inh = Mcl-1/Bid interaction inhibition; Q07820; TR-FRET Mcl-1/Bid-Dy647 peptide binding, 1536-well; inhibition, % at 21.7 µM; hit rate 0.97% among 220,000; AID 1021;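 active = compounds that cut the binding signal by more than half at the single screening dose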;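 also: His-tagged Mcl-1 with europium anti-His antibody binding Bid BH3 peptide; 0% = Mcl-1 plus peptide wells and 100% = peptide-only wells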
Target sequence (Q07820 whole entry, looked up): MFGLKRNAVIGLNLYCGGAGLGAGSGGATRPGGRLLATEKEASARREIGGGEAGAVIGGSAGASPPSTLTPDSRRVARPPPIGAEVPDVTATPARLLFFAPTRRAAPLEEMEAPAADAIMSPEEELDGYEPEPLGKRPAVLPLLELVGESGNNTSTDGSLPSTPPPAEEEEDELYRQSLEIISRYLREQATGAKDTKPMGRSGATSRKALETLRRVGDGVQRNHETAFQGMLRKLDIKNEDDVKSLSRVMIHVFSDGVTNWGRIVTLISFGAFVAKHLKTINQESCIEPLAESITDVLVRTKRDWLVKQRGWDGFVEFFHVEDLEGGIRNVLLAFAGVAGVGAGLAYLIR
Cdc42 wt = human Cdc42 wildtype GTP binding change, either direction; P60953; GST-Cdc42 beads, Bodipy-GTP binding, flow cytometry; actives lie on both sides; percent activity (GTP binding), % at 10 µM; hit rate 0.2% among 190,000; AID 761;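 active = percent activity GTP binding at least 20 points away from the 100% baseline, either down as inhibitor or up as activator; inconclusive = compound flagged as likely green fluorescent from well-wide comparison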;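 also: median bead fluorescence of bound Bodipy-FL-GTP at 100 nM; 0% = excess unlabeled GTP control and 100% = no compound control; below 100% means less GTP binding so inhibitor and above means activator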
Target sequence (P60953 whole entry, looked up): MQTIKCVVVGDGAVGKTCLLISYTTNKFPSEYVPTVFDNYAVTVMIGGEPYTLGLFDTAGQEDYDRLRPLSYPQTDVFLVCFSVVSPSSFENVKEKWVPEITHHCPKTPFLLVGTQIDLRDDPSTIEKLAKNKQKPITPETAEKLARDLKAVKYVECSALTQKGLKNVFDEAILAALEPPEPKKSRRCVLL
Rac1 act GTP bind = alters GTP binding to activated mutant human Rac1; P63000; GST-Rac1 activated beads, fluorescent GTP binding, flow cytometry; actives lie on both sides; 100% means binding = to untreated wells; percent activity (GTP binding), % at 10 µM; hit rate 0.11% among 190,000; AID 764;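 active = GTP binding at least 20 percentage points away from the 100% baseline, in either direction, so actives lie on both sides; inconclusive = Compound likely fluorescent itself, or too few beads counted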
Rab7 wt modul = modulators of GTP binding to dog Rab7 wildtype GTPase; AID 758; hit rate 0.055% among 190,000; GTP binding activity (percent of control), % at 10 µM; GST-Rab7 beads, fluorescent GTP binding, flow cytometry; actives lie on both sides; untreated = 100%, excess cold GTP = 0%;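 active = fluorescent GTP binding to Rab7 beads changed by at least 20 points from the 100% baseline, either direction, mostly lower; inconclusive = compound itself probably fluorescent, or too few beads counted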;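 also: median green fluorescence of bound Bodipy-FL-GTP per Rab7 bead population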
Mcl-1 Bim block = disrupts Bim peptide binding to human Mcl-1; AID 1009; Bead-based flow cytometry, Bim peptide-Mcl-1 binding; hit rate 0.1% among 190,000; inhibition, % at 10 µM; Q07820; in the data active = inhibition above about 40%;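 also: 0% = no compound tracer wells and 100% = peptide blocker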
Rab2 wt GTP = changes GTP binding to wildtype dog Rab2A, up or down. hit rate 0.19% among 190,000. GST-Rab2 wt beads, Bodipy-GTP binding, flow cytometry. GTP binding activity, % at 10 µM. AID 760;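 active = GTP binding activity at least 20 points away from 100%, either lowered or raised; inconclusive = signal likely due to the compound's own green fluorescence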;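 also: 0% = beads with excess unlabeled GTP and 100% = no-compound control corrected for plate trend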
Rac1 wt GTP bind = alters GTP binding to wildtype human Rac1; GST-Rac1 beads, fluorescent GTP binding, flow cytometry; actives lie on both sides; 0 = cold GTP competed, 100 = untreated; GTP binding activity (% of control), % at 10 µM; hit rate 0.27% among 190,000;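 active = GTP binding activity at least 20 points away from the 100% control level, either lower or higher; inconclusive = compound flagged as likely green fluorescent, judged across all proteins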
HRas wt GTP = modulators of GTP binding to human HRas wildtype; GST-Ras wt beads, Bodipy-FL-GTP binding, flow cytometry; actives lie on both sides; hit rate 0.14% among 190,000; P01112; GTP binding activity, % at 10 µM;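 active = GTP binding activity at least 20% away from the 100% baseline, either lowered as inhibitor or raised as activator; inconclusive = flagged as likely green fluorescent, judged across all proteins in the well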;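 also: 0% = unlabeled GTP competition control and 100% = no-compound control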
Target sequence (P01112 whole entry, looked up): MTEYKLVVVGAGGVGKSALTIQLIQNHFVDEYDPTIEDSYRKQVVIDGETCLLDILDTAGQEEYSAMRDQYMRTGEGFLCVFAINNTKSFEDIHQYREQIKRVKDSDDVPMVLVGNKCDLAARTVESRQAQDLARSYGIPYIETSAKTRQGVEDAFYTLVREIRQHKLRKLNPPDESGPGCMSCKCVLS
Avidin fluor = avidin bead compound fluorescence profile. Avidin beads, compound fluorescence 488/530 nm, flow cytometry; hits give high values. fluorescence (KMESF) at 10 µM. hit rate 0.38% among 220,000; in the data active = fluorescence above about 47; also: inactives centre near 10
Pf gametocyte = P. falciparum stage V gametocyte viability inhibition; P. falciparum stage V gametocytes, ATP luminescence, 24 h; inhibition, % at 10.9 µM; hit rate 0.065% among 150,000; AID 743093;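 active = inhibition above the mean plus 3 SD of compounds within the control limits, set per campaign, cut at about 38% in these data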;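 also: 0% = DMSO wells and 100% = medium only without gametocytes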
Mcl1-Noxa inh = Mcl-1/Noxa interaction inhibition; TR-FRET Mcl-1/Noxa peptide binding, 2 h; inhibition, % at 21.7 µM; hit rate 1.5% among 220,000; AID 1022;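 active = compounds that cut the protein-peptide binding signal by more than 50% relative to plate controls in a single-dose test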;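 also: His-tagged Mcl-1 with rhodamine Noxa BH3 peptide and terbium anti-His antibody; 0% = Mcl-1 plus Noxa peptide wells and 100% = peptide-only wells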
Numbers without * were called inactive; ? = inconclusive; nt = not tested or not shown.

SMILES	Mcl1-Bid inh	Cdc42 wt	Rac1 act GTP bind	Rab7 wt modul	Mcl-1 Bim block	Rab2 wt GTP	Rac1 wt GTP bind	HRas wt GTP	Avidin fluor	Pf gametocyte	Mcl1-Noxa inh
Cc1ccc(C(=O)Nc2nc(C(C)(C)C)cs2)s1	-14	100	98	99	0	100	103	102	10	nt	15
O=C(CCc1ccccc1)NCC(=O)N/N=C/c1ccc2c(c1)OCO2	-10	98	98	98	-3	96	101	99	3	6	10
Cc1nnc(C)n1/N=C/c1cc2ccccc2nc1Cl	-8	94	94	99	0	94	101	95	9	nt	7
O=C(Nc1ccc(Cl)cc1)N(Cc1cccnc1)Cc1ccco1	-5	94	98	98	0	98	97	95	11	nt	17
COc1ccc(NS(=O)(=O)c2cc(NC(=O)/C=C/c3cc(OC)ccc3OC)ccc2N2CCCCC2)cc1	-29	99	103	100	-4	101	107	101	12	-6	6
CC1(C)CNC(=O)c2sc(NC(=O)CN3CCOCC3)nc2C1	-12	98	96	96	-3	97	97	99	10	0	10
CC1(C(=O)O)C=CCN1C(=O)c1ccccc1 (centres undefined)	0	105	99	98	-2	99	106	99	9	nt	9
CCOCCCNC(=O)Cn1nc(-c2ccccc2)ccc1=O	-1	102	97	104	-3	103	101	101	4	nt	-14
CCOc1ccc(CCNC(=O)C2=C(C)C(=O)OC23CCC(C)CC3)cc1OCC (centres undefined)	-4	106	99	99	0	103	108	103	19	-34	14
CC(C(=O)O)n1cc(Cl)cn1 (centres undefined)	6	104	99	104	0	104	104	98	7	11	22
CC(=O)N1[C@H](Cc2ccccc2)C=C[C@]1(C)C(=O)NCCc1c[nH]c2ccccc12	-17	102	98	103	-1	103	101	100	11	18	13
O=S(=O)(c1ccc(N2CCCC2)nc1)N1CCCC1	5	104	98	101	-4	105	104	96	12	15	-2
O=C(OCC(=O)N1N=C(c2ccc(Cl)cc2)CC1c1ccco1)c1ccccc1O (centres undefined)	-1	102	98	96	0	96	99	98	10	-12	-23
CCNC(=O)NC(=O)C(C)OC(=O)c1oc2ccc(OC)cc2c1C (centres undefined)	-22	106	103	104	-3	103	106	105	7	-7	14
COc1ccc(C(=O)CSc2nnc(C3CC3)n2N)cc1	5	100	97	97	2	96	94	98	16	nt	3

Reprinted at random: seven records from the list
SMILES	Mcl1-Bid inh	Cdc42 wt	Rac1 act GTP bind	Rab7 wt modul	Mcl-1 Bim block	Rab2 wt GTP	Rac1 wt GTP bind	HRas wt GTP	Avidin fluor	Pf gametocyte	Mcl1-Noxa inh
COc1ccc(C(=O)CSc2nnc(C3CC3)n2N)cc1	5	100	97	97	2	96	94	98	16	nt	3
O=C(OCC(=O)N1N=C(c2ccc(Cl)cc2)CC1c1ccco1)c1ccccc1O (centres undefined)	-1	102	98	96	0	96	99	98	10	-12	-23
Cc1ccc(C(=O)Nc2nc(C(C)(C)C)cs2)s1	-14	100	98	99	0	100	103	102	10	nt	15
CC(=O)N1[C@H](Cc2ccccc2)C=C[C@]1(C)C(=O)NCCc1c[nH]c2ccccc12	-17	102	98	103	-1	103	101	100	11	18	13
O=C(Nc1ccc(Cl)cc1)N(Cc1cccnc1)Cc1ccco1	-5	94	98	98	0	98	97	95	11	nt	17
CC(C(=O)O)n1cc(Cl)cn1 (centres undefined)	6	104	99	104	0	104	104	98	7	11	22
O=C(CCc1ccccc1)NCC(=O)N/N=C/c1ccc2c(c1)OCO2	-10	98	98	98	-3	96	101	99	3	6	10

Additional entries.
SMILES	Mcl1-Bid inh	Cdc42 wt	Rac1 act GTP bind	Rab7 wt modul	Mcl-1 Bim block	Rab2 wt GTP	Rac1 wt GTP bind	HRas wt GTP	Avidin fluor	Pf gametocyte	Mcl1-Noxa inh
CCOC(=O)C1CCCN(CC(=O)Nc2c(C(=O)OC)[nH]c3ccc(Cl)cc23)C1 (centres undefined)	1	100	99	101	2	99	102	101	14	nt	-7
O=C(NCc1ccco1)c1cc(-c2ccccc2)on1	-16	96	98	99	0	94	95	98	14	nt	-9
CCOc1ccc(CNC(=O)c2ccco2)cc1	-23	99	99	95	0	100	103	99	6	7	1
Cc1ccc(C2C(=O)N(C3CCC(C)CC3)CC(=O)N2C2CCCC2)cc1 (centres undefined)	0	103	101	103	-2	102	105	102	8	-5	0
O=C(CNC(=O)c1ccc(-c2ccccc2)cc1)OCc1c(F)cccc1Cl	3	102	98	102	-3	103	107	104	12	10	7
CC(=O)Nc1ccc(-c2csc(NC=C3C(=O)OC(C)(C)OC3=O)n2)cc1	1	101	101	103	-8	105	104	102	11	nt	15
CCCOc1ccc(NC(=O)C(=O)NCCCn2ccnc2)cc1	7	99	98	101	-8	97	100	99	20	6	12
CC(=O)NC(=S)Nc1ccccc1N1CCCCC1	-47	96	98	98	1	99	100	99	11	2	1
O=C(CC(NC(=O)c1ccccc1Cl)c1ccccc1)Nc1ccc2c(c1)OCO2 (centres undefined)	-19	103	99	101	-3	99	107	102	9	1	8
Cc1ccc(-c2n[nH]c(=S)n2C)cc1	-7	102	99	99	-1	101	102	102	5	nt	13
Cc1ccc(O)c(-c2cc(-c3cccc(Br)c3)n[nH]2)c1	-16	99	97	96	-1	98	100	97	11	-14	22
Cc1ccc(-c2ccc(/C=N\NC(=O)C3C(=O)NCC3c3ccccc3)o2)cc1Cl (centres undefined)	17	105	100	97	-2	103	103	104	14	nt	18
Cc1cc(C(=O)OCn2nnc3ccccc3c2=O)c(C)n1-c1ccccc1	-70	95	94	92	2	95	98	96	5	-9	-21
O=C(Nc1ccc(Br)cc1Cl)Nn1cnnc1	6	101	97	102	-3	100	96	100	10	nt	1
O=C(CCNC(=O)c1ccc([N+](=O)[O-])cc1)Nc1nccs1	-21	96	95	103	0	96	98	97	19	-2	8
Cc1ccc(-c2nnn(CC(=O)N(c3ccccc3F)C(C(=O)NCC3CCCO3)c3c[nH]c4ccccc34)n2)cc1 (centres undefined)	11	98	97	102	-1	99	101	101	20	-6	-6
C/C(=N\NC(=O)c1ccc(Cl)c(Cl)c1)c1cccc(NC(=O)C(C)C)c1	-11	103	101	89	-2	102	101	101	8	6	0
O=C(O)c1cc(Cl)c(Cl)cc1C(=O)Nc1cccc2ncccc12	-25	97	95	99	-10	95	97	97	7	-3	21
COc1ccc(CNC(=O)c2cc(-c3ccncc3)nc3c(C)cc(C)cc23)cc1OC	25	101	95	108	0	97	101	96	9	15	41
Nc1nc(C2CCCN2S(=O)(=O)c2ccc(Cl)cc2)cs1 (centres undefined)	-16	98	99	99	7	99	103	100	4	7	1
CC(=O)N1CCc2cc(C(=O)CN3CCCN(Cc4ccc(F)cc4)C3)ccc21	-24	105	99	99	2	101	111	106	7	nt	9
CC(C)c1ccc(C(CC(=O)c2ccc(Cl)cc2)C(=O)O)cc1 (centres undefined)	-6	90	87	94	-3	88	93	94	11	nt	-3
Cc1sc2nc(-c3ccccn3)[nH]c(=O)c2c1-c1ccccc1	-24	100	98	98	-12	99	103	99	8	21	-76
Cc1cc(NC(=O)c2cc(-c3ccc4c(c3)OCO4)on2)n(-c2ccccc2)n1	48	103	98	98	-5	101	105	100	23	nt	22
Cc1cc(C(F)(F)F)nc(-n2cc(-c3cccc(N)c3)nn2)n1	-22	101	100	96	1	98	102	99	6	4	11
CCCN(CCC)S(=O)(=O)c1ccc(C(=O)N2CCOCC2)cc1	-21	103	98	103	-2	101	104	104	22	-13	-6
COc1ccc(CN2CCC(C(=O)N3CCCC(C)C3)CC2)cc1OC (centres undefined)	9	99	96	107	0	101	103	99	11	nt	28
CCc1ccc(/C(C)=N\Nc2ccc([N+](=O)[O-])cc2)cc1	-26	101	103	103	-2	104	107	104	14	nt	8
Cc1nn(CC(=O)O)c(=O)c2ccccc12	-12	101	97	104	-6	102	100	102	7	nt	8
CN(c1ccccc1)S(=O)(=O)c1cccc(C(=O)Nc2nccs2)c1	-27	?	?	?	-4	?	?	?	10	17	-1

Sorted by the number under Rac1 wt GTP bind (smallest number first): 3 of the compounds above
| SMILES | Rac1 wt GTP bind |
| --- | --- |
| Cc1ccc(-c2nnn(CC(=O)N(c3ccccc3F)C(C(=O)NCC3CCCO3)c3c[nH]c4ccccc34)n2)cc1 (centres undefined) | 101 |
| Cc1cc(C(F)(F)F)nc(-n2cc(-c3cccc(N)c3)nn2)n1 | 102 |
| COc1ccc(CN2CCC(C(=O)N3CCCC(C)C3)CC2)cc1OC (centres undefined) | 103 |

More structures follow:
SMILES	Mcl1-Bid inh	Cdc42 wt	Rac1 act GTP bind	Rab7 wt modul	Mcl-1 Bim block	Rab2 wt GTP	Rac1 wt GTP bind	HRas wt GTP	Avidin fluor	Pf gametocyte	Mcl1-Noxa inh
Cc1cccn2c(=O)c3cc(C#N)c(=N)n(Cc4ccncc4)c3nc12	5	101	98	96	-1	101	99	100	30	nt	-16
CC(=O)Oc1ccc(C(=O)Nc2ccc3c(c2)C(=O)N(CCC(=O)O)C3=O)cc1	-25	99	99	103	2	100	99	103	11	12	6
Cn1cnnc1SCC(=O)Nc1ccccc1Sc1ccccc1	-2	102	99	99	0	98	103	100	21	nt	-16
COc1ccc(C2SCC(C(=O)O)N2C(C)=O)cc1OC (centres undefined)	6	101	98	99	0	98	102	100	7	nt	11
Cc1[nH]n(-c2ccccc2)c(=O)c1/C=N/N1C(=O)c2ccc3c4c(ccc(c24)C1=O)CC3	-42	93	92	94	3	87	91	91	11	12	25
O=C(Nc1sc2c(c1C(=O)O)CCCCC2)c1ccccc1F	-26	82	84	89	0	84	86	85	11	11	15
Cc1ccc(C(c2sc3nc(C)nn3c2O)N2CCOCC2)cc1 (centres undefined)	-2	104	103	96	-9	101	105	100	12	nt	2
Cc1ccc2[nH]c(=O)c(C(c3nnnn3CC3CCCO3)N3CCc4ccccc4C3)cc2c1 (centres undefined)	-62	98	94	97	3	96	95	97	8	5	12
O=C(COC(=O)c1ccccc1C(=O)c1ccc(Cl)c([N+](=O)[O-])c1)NC1CC1	-12	90	93	99	-1	97	89	96	12	-26	15
Cc1c(Cl)c([N+](=O)[O-])nn1CC(=O)Nc1c(C)n(C)n(-c2ccccc2)c1=O	-23	100	97	95	1	98	99	101	5	-22	-4
Cc1cc(OC(=O)CNC(=O)OC(C)(C)C)c2c(C)cc(=O)oc2c1	-17	99	99	101	-2	100	101	100	31	-3	-30
CCCc1n(CC(O)COCc2ccccc2)c2ccccc2[n+]1C (centres undefined)	9	98	95	96	0	93	99	97	11	18	24
